# Screening data as filed in PubChem BioAssay.
# M1 ag: human M1 muscarinic receptor agonists, primary screen, Fluo-8 calcium fluorescence, CHO-K1 cells, HTS | Muscarinic acetylcholine receptor M1 (Homo sapiens), P11229 | CHO-K1 hM1, agonist mode; 0% DMSO, 100% acetylcholine EC100 | activation, % at 3 µM | actives 0.33% (n = 360,000) | AID 588814, 2011;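 active = activation above the run's mean compound activation plus 3 SD, cut at about 16% in these data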;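 note: peak over basal fluorescence ratio within a 140 s kinetic read after compound addition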
# CHO-K1 Ca antag: counter-screen for M1 antagonists: effect in parental CHO-K1 cells; ATP-induced calcium, Fluo-8 fluorescence; inhibition, % at 3 µM; actives 0.6% (n = 360,000); AID 602250;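 active = inhibition above a per-plate cutoff, the plate's mean sample inhibition plus 3 SD, cut at about 24% in these data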;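 note: 0% = DMSO plus EC80 ATP and 100% = DMSO alone without ATP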
# CHO-K1 Ca ag: counter-screen for M1 agonists: effect in parental CHO-K1 cells. AID 602248, 2012. actives 0.48% (n = 360,000). Fluo-8 calcium fluorescence; scaled to maximal ATP response, vehicle zero. activation, % at 3 µM; in the data active = activation above about 15%;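 note: untransfected CHO-K1 host cells lacking M1 receptor as counterscreen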
# CHO parental Ca: ATP-evoked calcium signal inhibitors, parental CHO, primary screen, counter-screen for OX1R antagonist project, cell-based, fluorescence, Fluo-8 calcium dye | parental CHO-K1, ATP-induced calcium, Fluo-8 fluorescence | inhibition, % at 5.6 µM | actives 0.63% (n = 330,000) | AID 463079, 2010;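 active = inhibition above that plate's mean sample inhibition plus 3 SD, cut at about 26% in these data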;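 note: 0% = ATP-challenged DMSO wells and 100% = DMSO wells without ATP; some compounds past the cut are filed as inactive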
#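 Test system: parental CHO cells; detection: calcium-sensitive Fluo-8 fluorescence; evaluation: percent inhibition of calcium signal; also added: ATP as calcium-mobilizing challenge; repeats: one well per compound; control set: ATP-challenged DMSO wells low, unchallenged DMSO wells high; compound: single nominal dose of 5.6 µM per compound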
# TAAR1 antagonist: human TAAR1 antagonists, primary screen, Fluo-8 calcium fluorescence, CHO RD-HGA16 cells | Trace amine-associated receptor 1 (Homo sapiens), Q96RJ0 | antagonist | inhibition, % at 3 µM | actives 1.5% (n = 360,000);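 active = inhibition above a per-plate cutoff, the mean inhibition of test compounds on that plate plus 3 SD, cut at about 49% in these data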;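 note: 0% = DMSO plus EC80 beta-PEA response and 100% = DMSO alone without agonist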
# Target sequence (Q96RJ0 whole entry, looked up): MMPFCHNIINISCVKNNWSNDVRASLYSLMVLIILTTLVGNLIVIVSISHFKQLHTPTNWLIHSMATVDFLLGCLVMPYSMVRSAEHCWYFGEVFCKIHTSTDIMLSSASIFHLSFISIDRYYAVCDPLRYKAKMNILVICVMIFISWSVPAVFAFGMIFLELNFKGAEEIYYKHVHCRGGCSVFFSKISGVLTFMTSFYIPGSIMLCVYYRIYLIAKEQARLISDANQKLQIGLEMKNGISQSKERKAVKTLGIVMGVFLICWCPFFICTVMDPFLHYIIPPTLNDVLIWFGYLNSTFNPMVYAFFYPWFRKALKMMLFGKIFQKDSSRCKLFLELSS
#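 Assay system: RD-HGA16 CHO cells with stable hTAAR1 and Gα16 / Reagent: EC80 β-phenethylamine stimulus / Doses: 3 µM, single point / Timing: dye loading 75 min at 37 °C, then 30 min room temperature / Measured by: Fluo-8 intracellular calcium dye fluorescence, real-time kinetic reads / Controls: vehicle wells and EC80 agonist wells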
# TAAR1 ag: human TAAR1 agonists, primary screen, Fluo-8 calcium fluorescence, CHO RD-HGA16 cells. vehicle wells 0%, saturating PEA agonist 100%. AID 624467, 2012. activation, % at 3 µM. actives 0.99% (n = 360,000);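 active = activation above the mean activation of all test compounds in the run plus 3 SD, cut at about 38% in these data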
#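 Signal – calcium-sensitive Fluo-8 signal, excitation 470-495, emission 515-575 nm · System – RD-HGA16 (CHO) cells co-expressing Gα16 and hTAAR1 · Incubation – 17-24 h seeding, 75 min 37 °C dye, 30 min RT · Compound dosing – 3 µM single concentration · Repeats – no replicates (n 1)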
# CHO-K1 Ca PAM: nonselective calcium activators in parental CHO-K1 cells, primary screen, counter-screen for M1 PAM project, cell-based, Fluo-8 calcium fluorescence, full deck, 1536-well; activation, % at 3 µM; actives 0.02% (n = 360,000); ATP EC20; 0% at ATP EC20, 100% at ATP max;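 active = activation above the run cutoff, the mean activation of all test compounds plus 3 SD, cut at about 40% in these data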;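 note: peak over basal fluorescence ratio in a 140 s read after ATP addition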
# CHRM1 antagonist: human M1 muscarinic receptor antagonists, primary screen, CHO-K1 cells, Fluo-8 calcium fluorescence, 1536-well; CHO-K1 hM1, ACh EC80 antagonist; inhibition, % at 3 µM; actives 1.3% (n = 360,000); AID 588852, 2011;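 active = percent inhibition above its own plate's cutoff, namely the mean of that plate's compound wells plus 3 SD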;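 note: peak over basal fluorescence ratio during 140 s after agonist addition; 0% = ACh EC80 plus DMSO and 100% = DMSO alone without agonist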
# OXTR potentiator: human OXTR potentiators, primary screen, fluorescence, CHO-OTR cells, Fluo-8 calcium; Oxytocin receptor (Homo sapiens), P30559; Fluo-8 calcium fluorescence, potentiator mode; 0% = oxytocin EC15, 100% = EC100; activation, % at 3 µM; actives 0.061% (n = 320,000); AID 2445, 2010;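 active = activation above that plate's cutoff, the mean activation of tested compounds plus 3 SD, cut at about 6.6% in these data, passing the limit was not always enough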;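 note: 100% uses oxytocin at 75 nM as the full agonist control; some results filed as inactive read as strong as hits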
# Target sequence (P30559 whole entry, looked up): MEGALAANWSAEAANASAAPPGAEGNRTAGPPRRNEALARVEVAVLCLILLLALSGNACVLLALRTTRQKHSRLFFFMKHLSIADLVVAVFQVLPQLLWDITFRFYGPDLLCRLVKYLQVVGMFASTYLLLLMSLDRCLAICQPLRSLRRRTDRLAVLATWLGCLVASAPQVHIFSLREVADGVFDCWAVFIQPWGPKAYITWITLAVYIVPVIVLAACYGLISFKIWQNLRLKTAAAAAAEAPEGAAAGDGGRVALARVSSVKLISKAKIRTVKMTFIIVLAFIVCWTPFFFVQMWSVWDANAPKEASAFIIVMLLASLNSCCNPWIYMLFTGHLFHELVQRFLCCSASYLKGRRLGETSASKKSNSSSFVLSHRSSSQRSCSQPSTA
#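 Material: human OTR in CHO cells. Compound: 3.0 µM, one dose. Timing: compound 6 min at room temperature before oxytocin, 100 s read. Evaluation: % activation of max/min ratio relative to oxytocin controls. Replication: single well per compound, singlicate. Signal: Fluo-8 calcium dye fluorescence.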
# The depositor's hits bear a star; · = not tested or not shown.
SMILES	M1 ag	CHO-K1 Ca antag	CHO-K1 Ca ag	CHO parental Ca	TAAR1 antagonist	TAAR1 ag	CHO-K1 Ca PAM	CHRM1 antagonist	OXTR potentiator
c1nc(Nc2ccc(N3CCOCC3)cc2)c2ccsc2n1	-2.2	10.1	0.4	-11.3	-4.0	4.0	-2.7	1.8	3.8
O=C(NCCCN1CCN(c2cccc(Cl)c2)CC1)c1ccc(N2CCCC2=O)cc1	-5.6	-0.5	0.2	-13.2	-0.5	16.7	8.8	-1.6	-14.8
CCCN1CCN(C(=O)c2cc(COc3ccc(F)c(F)c3)on2)CC1	-4.0	-15.0	4.7	-16.3	-6.0	1.5	16.7	-0.7	-4.1
CC(Sc1ccccc1)C(=O)N1CCN(S(=O)(=O)c2ccccc2)CC1 (stereo not given)	-3.8	-3.1	1.8	-10.9	1.4	0.5	21.8	-4.2	-0.8
COc1cccc(NC(=O)CN(C)C(=O)c2cc(-c3ccc(C)o3)nc3ccccc23)c1	-0.2	-6.6	8.0	-19.7	61.1*	20.1	-6.3	29.6	-5.3
CCCCCCc1c(O)nc(SCCN2CCOCC2)[nH]c1=O	-1.2	2.3	-0.2	1.0	-28.7	0.9	6.5	-1.5	-9.3
CN1CCC(=O)N([C@H](CO)c2ccccc2)CC1	-11.2	-16.6	1.4	-3.0	-13.2	4.6	12.9	-9.6	5.1
COc1ccc(NC(=O)/C=C/c2cc(Br)ccc2OC)cc1	-3.3	2.2	0.0	-22.2	11.8	0.6	1.1	-4.5	-11.3
CN(C)S(=O)(=O)c1ccc(C(=O)Nc2cc(S(=O)(=O)Nc3ccccc3Cl)ccc2N2CCCCC2)cc1	0.1	8.7	0.3	-6.5	-11.8	7.3	-7.2	-4.3	-7.5
Cc1cc(/C([O-])=C(/C(=S)Nc2ccc(F)cc2)[n+]2ccccc2)c(C)n1Cc1ccccc1Cl	-15.4	-4.1	0.6	-9.9	9.4	2.3	8.1	-1.2	-7.4
CC(C)(C)OC(=O)N1CCC(c2c(C(=O)O)cnn2-c2ccc(Cl)cc2)CC1	-4.1	-11.5	0.2	-6.8	7.5	3.9	21.1	-7.9	-2.5
O=C(Nc1cccc2ccccc12)OCc1cncs1	-3.6	7.7	0.8	-18.6	12.1	-0.1	-14.1	7.9	-12.5
Cc1noc(C)c1COc1ccccc1C(=O)NC(C)CCc1ccccc1 (stereo not given)	-2.3	-18.5	-0.8	·	-8.7	6.5	31.8	-18.6	·
CCOc1ccc(-n2c(SCc3ccc([N+](=O)[O-])cc3)nnc2-c2ccc(OC)cc2)cc1	-7.3	-8.9	1.5	-23.3	-6.1	4.7	26.8	-0.6	-6.9
CNC(=O)N(O)C1N(/N=C/c2ccc(SC)cc2)C(=S)SC1(C)C (stereo not given)	-1.0	-14.4	2.9	4.4	-13.8	0.8	17.0	-11.7	-7.7
CCCCOCCCNC(=O)N[C@H](C(=O)O)C(C)CC (stereo not given in full)	-2.0	-10.2	1.0	5.7	-14.2	1.3	21.8	-14.8	-3.3
CCC(CO)Oc1cc(NC(=O)Cc2ccccc2)c2ncn(C(C)C)c2c1 (stereo not given)	-3.7	-15.1	0.0	-0.7	0.3	3.0	9.8	4.1	4.8
CC(C)c1cc(C(=O)N2CCCC(CCC(=O)N3CCN(c4ccccn4)CC3)C2)no1 (stereo not given)	-3.8	-0.8	6.5	8.6	-30.1	4.8	9.8	-10.0	-7.2
Cc1[nH]nc2c1C(c1ccc(Cl)cc1)C(C#N)=C(N)O2 (stereo not given)	-1.8	-4.0	-0.1	-1.9	-8.9	10.6	16.6	-33.2	-14.5
CN(CC(=O)Nc1ccc(Cl)cc1F)C1=NS(=O)(=O)c2ccccc21	-0.7	-12.7	0.8	-3.3	5.0	0.6	-2.7	-17.9	-5.5
Nc1cc(N)c2c(c1)C(=O)c1ccccc1-2	-1.9	-16.3	0.9	·	-9.6	0.4	12.8	-8.0	·
CCCNC(=O)Cn1cnc2sc(C(=O)NCCCN3CCOCC3)c(C)c2c1=O	-2.2	-18.9	1.1	4.3	-9.9	-0.2	22.2	-16.8	-5.0
COc1ccc(-n2cc(CN(C)C(C)c3ccncn3)c(-c3cccc(F)c3)n2)cc1 (stereo not given)	-5.6	-15.2	1.9	-19.3	45.5	1.3	4.7	-15.2	-0.1
O=C(O)c1ccc(N2C(=O)CCCC2=O)cc1	-0.9	-9.9	1.5	-6.8	-24.7	0.1	17.3	-15.2	-3.8
CC(=O)Nc1ccc(C(=O)Nc2cccc(-c3cnc4ccccc4n3)c2)cc1	-3.3	-5.5	-0.2	·	-3.8	4.2	23.7	-0.3	·
COc1ccc(-c2csc(/C(C#N)=C\c3ccc(O)c([N+](=O)[O-])c3)n2)cc1OC	-2.1	-16.2	1.7	-5.1	-27.1	2.2	19.8	-21.8	-7.5
CC(C)(C)Sc1ccc([N+](=O)[O-])cc1C(=O)Nc1ccncc1	0.3	-6.3	-0.1	-12.3	5.7	8.2	-14.2	-10.3	0.7
O=C(COc1ccccc1C(=O)NCC1CCCO1)Nc1ccc(Cl)cc1Cl (stereo not given)	-2.3	-11.1	8.0	-27.8	-3.3	1.9	-1.9	-0.8	-12.5
COc1ccc(OC)c(C(C)NC(=O)C23CC4CC(CC(C4)C2)C3)c1 (stereo not given)	-2.1	-11.6	0.5	-8.8	7.0	0.9	-7.7	-14.7	-1.1
CCC(C)(C)C1CCC2(CC1)NC(=O)N(CC(=O)N(C)Cc1ccc3c(c1)OCCO3)C2=O (stereo not given)	-1.3	-22.8	0.8	-6.7	-9.9	22.0	5.6	-16.5	-5.5
CN(CCc1ccccn1)C(=O)CCC1CCCN(C(=O)c2cccc(N(C)C)c2)C1 (stereo not given)	-4.9	-8.3	0.8	-25.0	-25.6	0.7	4.8	-8.3	-10.1
O=C(Oc1cccc2c(OC(=O)N3CCCC3)cccc12)N1CCCC1	-0.3	2.9	0.6	-26.6	-15.8	3.2	2.8	-9.9	-9.6
COC(=O)C1=C(N)Oc2cc(C)n(Cc3ccco3)c(=O)c2C1c1cccc(Cl)c1 (stereo not given)	-3.9	7.7	0.0	-19.0	-9.3	-3.7	8.1	0.7	-24.7
CC1(c2ccccc2)NC(=O)N(CC(=O)N2CC(=O)Nc3ccccc32)C1=O (stereo not given)	-2.5	-9.2	0.3	-13.7	-1.1	0.9	3.8	-0.3	-3.5
Cn1ccc2c(-c3ccc(C(N)=O)cc3)cc3c(c21)C1CCC3C1 (stereo not given)	-9.4	-4.2	0.3	·	-15.8	10.0	28.8	9.1	·
O=C(NN=Cc1ccccc1OC(F)F)c1cccc(S(=O)(=O)N2CCCC2)c1	-0.9	-0.9	1.3	-20.1	18.2	5.7	-4.1	-12.9	-4.3
Cc1cc(C(=O)CSc2n[nH]c(N)n2)c(C)n1-c1ccc(F)cc1	-3.3	-2.3	1.0	-4.8	-3.6	1.2	9.7	-5.6	-12.7
C[C@@H]1CN([C@@H](C)CO)S(=O)(=O)c2ccc(-c3cccc(C#N)c3)cc2O[C@@H]1CN(C)C(=O)c1ccc(F)cc1	-0.5	2.0	1.4	·	2.0	4.2	10.0	-2.0	·
COc1ccc2[nH]cc(S(=O)(=O)c3ccc(C(C)C)cc3)c(=O)c2c1	-1.7	-16.2	0.2	7.1	-4.8	0.0	9.2	-2.2	-22.0
Oc1cccc(/C=N/Nc2cc(N3CCOCC3)nc(N3CCOCC3)n2)c1	-5.0	1.0	1.6	-12.7	-6.2	-0.7	11.3	5.9	-5.7

# Three of the entries above in order of their number in M1 ag, high to low:
SMILES,M1 ag
O=C(Oc1cccc2c(OC(=O)N3CCCC3)cccc12)N1CCCC1,-0.3
O=C(NN=Cc1ccccc1OC(F)F)c1cccc(S(=O)(=O)N2CCCC2)c1,-0.9
Oc1cccc(/C=N/Nc2cc(N3CCOCC3)nc(N3CCOCC3)n2)c1,-5.0

# Remaining list, next part.
SMILES	M1 ag	CHO-K1 Ca antag	CHO-K1 Ca ag	CHO parental Ca	TAAR1 antagonist	TAAR1 ag	CHO-K1 Ca PAM	CHRM1 antagonist	OXTR potentiator
O=C(Cn1ccc2ccccc2c1=O)NCC1COc2ccccc2O1 (stereo not given)	-5.2	-19.1	0.8	-12.8	-2.5	-1.1	20.1	-7.8	-3.4
CC(O)(c1ccc(F)c(F)c1)c1nc(-c2cccc3cccnc23)cs1 (stereo not given)	-4.8	-0.5	-0.5	·	3.0	0.6	-12.2	-6.4	·
O=C(CNC(=O)Cc1ccccc1)N=Nc1c(O)[nH]c2ccc(Br)cc12	-2.4	-3.2	-0.1	-15.5	-28.7	9.6	-4.2	-10.8	-6.0
O=C(Cc1cccs1)Nc1ccc(S(=O)(=O)N2CCCCC2)cc1	-1.3	-6.0	1.5	-6.1	3.7	22.8	9.3	-12.6	-2.2
C/C(CC1CC(C)(C)OC1=O)=N\NC(N)=S (stereo not given)	1.1	6.4	7.8	-1.9	-25.7	1.3	1.3	-18.7	-4.1
C/C(=N\NC(=O)c1ccncc1)c1cc2ccccc2o1	-2.3	9.0	0.1	1.3	14.7	1.2	-0.1	5.1	-8.9
Cc1ccc2ccccc2c1NC(=O)Cn1nnc(-c2cccnc2)n1	-4.0	13.2	1.0	-14.8	4.2	2.1	-8.7	5.4	-10.4
COC(=O)c1c(NC(=O)/C=C/c2ccco2)sc2c1CCC2	-4.9	-5.5	-0.2	-18.8	-8.1	2.4	7.7	-1.0	-0.7
COc1ccc(-c2nnn(CC(=O)N(Cc3ccc(F)cc3)C(C(=O)NC3CCCC3)c3ccc(F)cc3)n2)cc1 (stereo not given)	-5.6	-9.4	-0.2	-17.0	10.6	0.9	14.8	-3.4	-1.7
CCCOc1ccccc1C(=O)Nc1ccc(S(=O)(=O)N2CCN(C)CC2)cc1	-6.5	-7.0	3.3	-13.7	-17.0	3.3	12.7	-7.9	-1.7

# Compounds were not picked by outcome; 4.2% or so of the library scored in one or more.
